Compound activity deposited in PubChem BioAssay by Icahn School of Medicine at Mount Sinai.
ROC1-CUL1 inh: human ROC1-CUL1 E3 ligase inhibition. AID 1347404. in vitro K48 di-Ub FRET, acceptor:donor ratio, 45 min. 0.6% of 140,000 active. inhibition, % at 10 µM; in the data active = inhibition above about 25%
Target sequence (P62877 whole entry, looked up): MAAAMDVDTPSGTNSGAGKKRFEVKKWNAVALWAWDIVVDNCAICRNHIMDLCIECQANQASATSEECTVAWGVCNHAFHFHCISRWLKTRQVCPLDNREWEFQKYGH
Target sequence (Q13616 whole entry, looked up): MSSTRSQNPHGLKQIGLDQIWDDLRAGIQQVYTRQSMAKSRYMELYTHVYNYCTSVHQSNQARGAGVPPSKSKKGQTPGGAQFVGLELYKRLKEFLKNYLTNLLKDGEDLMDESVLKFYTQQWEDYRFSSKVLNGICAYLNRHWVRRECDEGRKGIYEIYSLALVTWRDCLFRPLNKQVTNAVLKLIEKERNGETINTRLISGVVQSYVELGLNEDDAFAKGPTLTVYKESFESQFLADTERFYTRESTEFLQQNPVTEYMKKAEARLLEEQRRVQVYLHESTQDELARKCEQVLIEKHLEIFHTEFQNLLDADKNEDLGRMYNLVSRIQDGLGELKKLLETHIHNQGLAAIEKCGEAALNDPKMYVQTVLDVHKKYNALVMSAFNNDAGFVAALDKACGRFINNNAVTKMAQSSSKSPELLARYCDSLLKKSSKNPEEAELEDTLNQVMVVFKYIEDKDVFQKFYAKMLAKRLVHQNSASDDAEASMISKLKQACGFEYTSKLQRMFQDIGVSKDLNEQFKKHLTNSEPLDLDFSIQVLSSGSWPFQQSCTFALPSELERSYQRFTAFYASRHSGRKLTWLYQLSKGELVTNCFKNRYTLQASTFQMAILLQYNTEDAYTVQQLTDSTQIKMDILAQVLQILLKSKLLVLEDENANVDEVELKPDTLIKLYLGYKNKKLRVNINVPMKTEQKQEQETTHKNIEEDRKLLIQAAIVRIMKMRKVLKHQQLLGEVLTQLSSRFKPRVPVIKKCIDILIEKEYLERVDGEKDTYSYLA
Numbers without * were called inactive. The list is partial; rates above refer to the full screens.

ROC1-CUL1 inh	Molecule
-0.9	COc1ccc2oc(=O)c(-c3nnc(-c4ccc(C)cc4)o3)cc2c1
-1.0	Cc1cccc(-n2ccnc2CN2CCC(CCC(=O)NCC3CCCO3)CC2)c1 (stereo not given)
2.5	O=C(Nc1nccs1)c1cc(F)c(N2CCOCC2)c(F)c1F
9.7	O=C(NC1CC1)C1CCCN(C2CCN(Cc3ccsc3)CC2)C1 (stereo not given)
3.0	COc1c2c(c(OC)c3occc13)OC(C(C)C)CC2=O (stereo not given)
-0.4	COc1cccc([C@@H]2C[C@H]3CN(C4CCCC4)C(=O)[C@]34CCCN24)c1OC
5.9	COc1ccc(OCc2n[nH]c(=S)n2-c2ccc(C)cc2)cc1
1.7	CCOc1ccc(S(=O)(=O)Nc2cccc(-c3ccc(N4CCC(C)CC4)nn3)c2)cc1
12.2	Cc1ccc(N2CC(c3nnc(Cc4ccc(F)cc4)o3)CC2=O)cc1 (stereo not given)
0.7	O=C(NC(Nc1cccc(Cl)c1)C(=O)c1ccccc1)c1cccs1 (stereo not given)
-3.0	O=C(NCCOC(=O)c1ccc(Cl)c(Cl)c1)C(=O)Nc1nc(-c2ccccc2)cs1
-2.8	CN1C(=O)/C(=C\c2cccc(F)c2)N=C1SCC(=O)Nc1ccc(Cl)cc1
-1.2	CCn1c(SCC(=O)Nc2cccc(C(F)(F)F)c2)nnc1-c1ccc(N)cc1
0.6	CCOC(=O)c1sc2nc(SC)nc(Nc3ccc(F)c(F)c3)c2c1N
5.8	COc1cc(OC)c(/C=N/NC(=O)c2ccc(NC(=O)c3ccccc3C)cc2)cc1Br
5.0	COc1ccc(CCN2CCC(CN(C)C(=O)c3cnccn3)CC2)cc1
3.1	COC(=O)C1C(=O)c2ccccc2N=C1SCC(=O)Nc1cc(C)cc(C)c1 (stereo not given)
5.0	Cc1ccc(-c2ccc(=O)n(CC(=O)Nc3cccc(C#N)c3)n2)cc1
-3.8	CCN1CCCC1CNCc1ccc(OC)c(OC)c1OC (stereo not given)
12.3	O=C1C(Cl)=C(N2CCOCC2)C(=O)N1c1cc(Cl)ccc1Cl
-3.8	CC1=NC2C3CCCCC3S(=O)(=O)C2C(c2ccc(Cl)cc2)C1C#N (stereo not given)
2.2	CCOCC(=O)Nc1ccc(C)c(C)c1
-0.8	CCCc1c(-c2ccccc2)nc(N2CCN(CC)CC2)[nH]c1=O
-0.9	O=c1cc(C2CCN(Cc3cccc4c3oc3ccccc34)CC2)nc[nH]1
-11.1	O=C(c1coc(COc2cccc(C(F)(F)F)c2)n1)N1CCc2[nH]ncc2C1

Continued; it opens with the 7 that closed the last part.
ROC1-CUL1 inh	Molecule
-3.8	CCN1CCCC1CNCc1ccc(OC)c(OC)c1OC (stereo not given)
12.3	O=C1C(Cl)=C(N2CCOCC2)C(=O)N1c1cc(Cl)ccc1Cl
-3.8	CC1=NC2C3CCCCC3S(=O)(=O)C2C(c2ccc(Cl)cc2)C1C#N (stereo not given)
2.2	CCOCC(=O)Nc1ccc(C)c(C)c1
-0.8	CCCc1c(-c2ccccc2)nc(N2CCN(CC)CC2)[nH]c1=O
-0.9	O=c1cc(C2CCN(Cc3cccc4c3oc3ccccc34)CC2)nc[nH]1
-11.1	O=C(c1coc(COc2cccc(C(F)(F)F)c2)n1)N1CCc2[nH]ncc2C1
-0.5	COc1ccc(-c2cc3nc(C)c(CCC(=O)Nc4cccc(C(F)(F)F)c4)c(C)n3n2)c(OC)c1
17.9	COc1ccc(N2CC(C(=O)N3CCCCC3)CC2=O)cc1 (stereo not given)
0.2	COc1cccc(C2C(C(=O)Nc3ccccc3)=C(C)N=c3s/c(=C\c4ccc(C)o4)c(=O)n32)c1 (stereo not given)
9.2	CC(C)Oc1ccc(-c2nc3c(C#N)c[nH]n3c2NC2CCCCC2)cc1
-9.2	CCS(=O)(=O)N1CCC(C(=O)NC2CCCCCC2)CC1
-7.0	CCc1ccc2occ(CC(=O)Nc3ccc(OC)c(Cl)c3)c2c1
2.1	O=C1CCC(C(=O)N2CCC(c3ccncc3)CC2)CN1Cc1ccccn1 (stereo not given)
2.8	COCc1cc(C)nc(OCC(=O)N/N=C/c2cc(-c3ccccc3)n(-c3ccc(C)cc3)c2-c2ccccc2)c1C#N
0.6	O=C(c1cc[n+]([O-])cc1)N1CCC(C2CCN(Cc3cccc(F)c3F)CC2)C1 (stereo not given)
-1.2	COc1ccc(Br)cc1CNC(=O)C1CCN(c2nnc(-n3cccc3CNc3ccc(C)cc3)s2)CC1
-3.3	CCn1c(=O)cc(OCC(=O)Nc2ccccc2Cl)c2ccccc21
3.5	CCc1[nH]nc2c1C1(C(=O)Nc3ccccc31)C(C#N)C(=N)O2 (stereo not given)
7.8	CCC(=O)N1CCc2cc(S(=O)(=O)NC(Cc3ccccc3)C(=O)NCc3ccc(F)cc3)ccc21 (stereo not given)
2.4	N#Cc1nc2[nH]c3ccccc3c2nc1C#N
-3.3	O=C(O)c1cc(S(=O)(=O)N2CCN(c3ccccc3)CC2)cs1
-2.6	COc1cccc2c1Oc1ncccc1N(C(=O)CCC(=O)NCc1ccccc1Cl)C2
-1.0	COc1ccc(S(=O)(=O)NCC2CCCN(C(=O)C3=CCCC3)C2)cc1 (stereo not given)
-3.5	COc1ccc(C(=O)N2CCN(c3ccccc3OC)CC2)cc1C
3.4	COc1ccc(-c2c3c(=O)n(C)c(=O)n(C)c3c3c(-c4ccc(C)cc4)nc4ccccc4n23)cc1
3.9	O=C1CSC2=NC3=C(CCc4ccccc43)C(c3ccc(Cl)cc3)N12 (stereo not given)
-1.6	O=C(C1CCC(=O)N(C2CCCCCC2)C1)N1CCCCO1 (stereo not given)
3.9	NC(=O)C1CCN(C(=O)c2cc3cc(Br)ccc3oc2=O)CC1
-7.9	COC(=O)c1sccc1S(=O)(=O)N(CC(=O)NCc1ccc(C)cc1)c1ccccc1
-3.8	CSc1nnc(-c2ccc([N+](=O)[O-])cc2)n1-c1ccccc1
-2.6	Cc1cccc(C)c1NC(=O)CSc1nccn1C
-2.5	COc1ccc(NC(=S)N2CCN(C(=O)C3CCCO3)CC2)c(OC)c1 (stereo not given)
-4.2	COc1ccc(C2CC(=O)NC3=C2C(=O)CCC3)cc1Cl (stereo not given)
-1.3	Cc1cc(=O)n(CC(=O)NCc2ccc(OC(C)C)cc2)c2c1c(C)nn2-c1cccc(F)c1
-4.1	CN1C(=O)C2C(=NC(=O)C2(NC(=O)c2ccccc2F)C(F)(F)F)N(C)C1=O (stereo not given)
-7.8	CCCCCCCCCCCCCCCC(=O)n1c(SCC)nc2ccccc21
-4.7	COc1ccccc1CNS(=O)(=O)c1ccc2c(c1)CC(=O)N2C
11.7	O=C(CN1CCCN(Cc2ccc(Cl)cc2)S1(=O)=O)Nc1ccccc1F
8.1	CC(C)CN1CCC(C(Cc2ccccc2Cl)N(C)C(=O)c2ccco2)CC1 (stereo not given)
-4.6	CCc1ccc(NC(=O)C2CCN(c3nn4cc(-c5ccc(OC)cc5)nc4s3)CC2)cc1
-1.1	COc1sccc1C1=NC(C)(C)CO1
4.9	CC(O)c1cn(C2CCN(c3nc4ccccc4s3)CC2)nn1 (stereo not given)
-8.7	CC1=CC=CN2C(=O)C(C(=O)NCc3ccc(C)cc3)C(=O)N=C12 (stereo not given)
-12.0	Cc1ccc(CCNC(=O)Cn2nc(C)c3c(C)n(-c4ccc(C)cc4)nc3c2=O)cc1
-4.0	CCOC(=O)c1c(C)n(-c2ccccc2)c2c(CN(C)C)c(Br)c(OC)c(O)c12
6.3	NC(=O)CSc1ccccc1C(=O)O
1.0	O=C(CN1CCCCCC1)NC1CCCN(c2ncccn2)C1 (stereo not given)
7.3	CCN1N=C(C)Cn2c1nc1c2c(=O)n(CCC(C)C)c(=O)n1C
-5.4	Cc1c(CC(=O)NC2CC2)c2c(n1CC(C)C)CC(C)(C)CC2=O
-5.9	CC1CCC(C(C)C)C(OC2OC(=O)C(Cl)C2=Nc2ccccc2)C1 (stereo not given)
4.6	Cc1ccc(C(=O)NC(c2nnc(SCC(=O)Nc3ccc(Cl)c(F)c3)n2C)C(C)C)cc1 (stereo not given)
2.9	COc1ccc(CN(C(=O)c2ccccc2)c2ccccc2C(=O)O)cc1
7.4	COc1cc(NC(=O)c2cc3n(n2)C(C(F)(F)F)CC(c2ccc(Br)cc2)N3)cc(OC)c1OC (stereo not given)
-16.4	Cc1c(C(=O)c2ccccc2)oc2cc3oc(=O)c(-c4ccccc4)c(C)c3cc12
-1.6	CCOC(=O)C1C(c2ccccc2)=Nc2ncnn2C1c1ccc(Cl)cc1 (stereo not given)
5.9	CCCc1c(C(=O)NCc2ccccc2)nnn1-c1ccccc1

(next part)
ROC1-CUL1 inh	Molecule
15.0	O=C(NCc1ccccc1Cl)c1ccc(CN2CCCCC2)cc1
-8.8	CC(C)(C)c1cc(NC(=O)CCSc2nnc3ccccn23)cc(C(C)(C)C)c1
-10.4	Cc1cccc(C)c1Oc1ncccc1CNC(=O)c1cn[nH]c1C
4.2	COc1cccc(-c2cnc(OC(C)(C)C)nc2OC(C)(C)C)c1
-2.8	C=CCOc1ccc2c(C)c(C)c(=O)oc2c1C
-1.1	COCCn1c(=O)[nH]c2cc(C(=O)N3CCN(c4ccccc4)CC3)ccc2c1=O
10.6	COc1ccc(O)c(CN2CCCC(c3[nH]ncc3-c3ccc(Cl)cc3)C2)c1 (stereo not given)
9.2	COCCNC(=O)/C=C/c1ccc(Br)cc1
10.4	Cc1ccccc1CNC(=O)c1ccc(CN2CCCCC2)cc1
7.7	O=C(Nc1nc2ccc(S(=O)(=O)N3CCCC3)cc2s1)c1ccc(F)cc1
10.9	O=C(COC(=O)C1CC(=O)N(c2ccc(F)c(Cl)c2)C1)c1ccc(-c2ccccc2)cc1 (stereo not given)
-7.6	CCOC(=O)c1cc(CC)sc1NC(=O)C1CCCO1 (stereo not given)
-5.4	CCN(CC)c1cc(C)c2cc(NC(=O)c3ccccc3Cl)ccc2n1
-6.2	O=C(CSCc1nc2ccccc2[nH]1)Nc1cccc(C(F)(F)F)c1
-4.0	C=CCN(C(=S)Nc1ccc(C)cc1)C1CC(=O)N(c2ccc(OCCCC)cc2)C1=O (stereo not given)
4.7	S=c1nc(-c2ccccc2)n(Cc2ccco2)c2c1CCCC2
-4.4	Cc1ccc(S(=O)(=O)n2nc(C)c(S(=O)(=O)N3CCC(C)CC3)c2C)cc1
-2.3	COC(=O)Nc1ccc(NC(=O)C23CC4CC(CC(C4)C2)C3)cc1
-2.3	CCN(CC)CC(=O)N(C)CC1CCN(CCc2ccccc2OC)CC1
1.8	CCC(=O)NCC1Cc2cccc(-c3ncccc3C)c2O1 (stereo not given)
1.6	COc1cc(C(NC(=O)CC(C)C)NC(=O)CC(C)C)ccc1OCc1ccccc1Cl
0.9	CCOC(=O)c1sc(N)c(C#N)c1C
-5.6	Cc1cc(NC(=O)C(=O)NCCN2CCN(C(=O)c3ccc(Cl)cc3Cl)CC2)ccc1Br
1.9	CC1(C)CC(=O)C2C(=Nc3ccc4ccccc4c3C2c2cc(Cl)cc3c2OCOC3)C1 (stereo not given)
6.2	Cc1ccc(C(=O)N2CCN(c3cccc(C(F)(F)F)c3)CC2)cc1C

Arranged by SMILES length (falling): 3 of the compounds above
ROC1-CUL1 inh	Molecule
-5.6	Cc1cc(NC(=O)C(=O)NCCN2CCN(C(=O)c3ccc(Cl)cc3Cl)CC2)ccc1Br
-5.4	CCN(CC)c1cc(C)c2cc(NC(=O)c3ccccc3Cl)ccc2n1
0.9	CCOC(=O)c1sc(N)c(C#N)c1C

Remaining list, next part
ROC1-CUL1 inh	Molecule
3.7	COc1ccc(-c2cn3cc(C(F)(F)F)cc(Cl)c3n2)cc1
7.3	CC(=O)Nc1ccccc1-c1nc2ccccc2n(CC(=O)Nc2ccc(C)c(Cl)c2)c1=O
-13.5	Brc1ccc(Nc2c3c(nc4nncn24)CCC3)cc1
-8.0	COc1ccc(N2CCN(C(=O)c3nc(SC)ncc3Cl)CC2)cc1
-3.4	N#CC1C(=N)OC2=C(C(=O)CCC2)C1c1ccc(OCc2ccccc2)cc1 (stereo not given)
-2.1	O=C1COC(=S)N1CCN1C(=O)COC1=S
-5.1	CCc1nn2c(=O)cc(COC(=O)c3cccc(NC(=O)COc4ccccc4)c3)nc2s1
12.6	Cc1sc2nc(SCC(=O)c3ccccc3)n(-c3ccccc3)c(=O)c2c1C
-1.9	COc1ccc(S(=O)(=O)N(CC(=O)NC2CC2)c2ccc(Cl)cc2)cc1
2.6	CS(=O)(=O)N(CC(=O)NC1CCCCC1)c1ccc2c3c(cccc13)CC2
-9.1	Cc1nc2c(C)cccc2cc1C(=O)N/N=C/c1cccc([N+](=O)[O-])c1
1.4	CCOc1ccccc1CNC(=O)c1cc2n(n1)CCCN(Cc1ccc(C)cc1)C2=O
8.5	Cc1ccc(CNC(=O)c2cc(-c3ccc(C)o3)nc3ccccc23)cc1
-4.9	CCOc1c(S(=O)(=O)N2CCCC2)ccc(Cl)c1Cl
-4.9	COc1ccc(OC)c(NC(=O)CCNC(=O)Cn2cnc3ccccc3c2=O)c1
0.8	COc1cc(/C=N/Nc2cc(N3CCN(C(=O)c4cc([N+](=O)[O-])c(N(C)C)cc4OC)CC3)ccc2[N+](=O)[O-])ccc1O
6.2	CC(C)C(C(=O)O)N1C(=O)C2C3c4ccccc4C(Br)(c4ccccc43)C2C1=O (stereo not given)
2.4	CCCC1=NN2C(=N)/C(=C/c3ccc(Sc4ccc(Cl)cc4)o3)C(=O)N=C2S1
-17.9	CS(=O)(=O)c1ncc(CN2CCSCC2)n1CC1CCCO1 (stereo not given)
-1.1	O=C(Oc1ccccc1N1C(=O)C2CCCCC2C1=O)c1ccccc1 (stereo not given)
99.9*	O=C(O)c1cc2ccoc2cc(C(=O)O)c1=O
0.1	Clc1ccc(Nc2nc(N/N=C/c3ccc(Cl)cc3Cl)nc(N3CCOCC3)n2)cc1
2.2	CSCCCNC(=O)c1cc(COc2c(F)cccc2F)on1
2.2	Cc1cc(F)ccc1NC(=O)c1sc2nc(-c3ccncc3)ccc2c1N
14.9	CCc1cccc(C)c1NC(=O)c1nnn(-c2cccc(Cl)c2)c1C
3.6	CN(C(=O)c1ccco1)C(Cc1ccccc1Cl)C1CCN(Cc2cccc3cccnc23)CC1 (stereo not given)
